# From PubChem
# PHOSPHO1 inh – blocks human PHOSPHO1 phosphatase activity; Q8TCT1; recombinant PHOSPHO1, absorbance phosphatase assay; inhibition, % at 13.3 µM; 1.1% of 290,000 active; AID 1565; in the data active = inhibition above about 60%
# Target sequence (Q8TCT1 whole entry, looked up): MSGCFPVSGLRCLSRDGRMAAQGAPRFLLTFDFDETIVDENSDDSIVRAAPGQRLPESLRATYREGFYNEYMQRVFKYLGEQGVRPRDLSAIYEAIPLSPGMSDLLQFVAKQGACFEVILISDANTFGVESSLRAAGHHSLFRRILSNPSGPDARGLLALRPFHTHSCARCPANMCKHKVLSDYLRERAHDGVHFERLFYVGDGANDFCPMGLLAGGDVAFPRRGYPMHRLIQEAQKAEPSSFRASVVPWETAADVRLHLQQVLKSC
# MEKK2wt PB1 HTS – raises or lowers MEK5 binding to wildtype human MEKK2 PB1 domain; AID 1531; bead flow cytometry, Alexa488-MEK5 binding to MEKK2 WT; actives lie on both sides; binding response (% of control), % at 10 µM; 1.1% of 290,000 active; Q9Y2U5; in the data active = binding response below about 67% or above about 130%
# NALP1 yeast inh – inhibitors of NALP1 inflammasome in yeast. S. cerevisiae NALP1/ASC/caspase-1 growth, X-gal OD620, 72 h. inhibition, % at 10 µM. 0.61% of 280,000 active; in the data active = inhibition mostly above about 24%, no sharp cut-off; inactive = mostly below about 32%; also: some compounds called inactive have numbers as strong as hits
# M18AAP inhibitor – blocks P. falciparum M18 aspartyl aminopeptidase. recombinant PfM18AAP, H-Glu-NHMec fluorogenic cleavage. inhibition, % at 7.35 µM. 1.2% of 290,000 active;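 active = inhibition above the campaign mean inhibition over all tested compounds plus 3 SD, cut at about 28% in these data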;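 also: 0% = plate median of test compound wells and 100% = 2 mM ZnCl2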
# OXTR ag – agonists of human oxytocin receptor; P30559; CHO-OTR cells, Fluo-8 calcium fluorescence; normalized: DMSO 0%, oxytocin 100%; activation, % at 3 µM; 0.32% of 320,000 active;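 active = activation above the mean of all tested compounds plus 3 SD, cutoff set per screening run, cut at about 20% in these data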;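 also: peak over basal fluorescence ratio from a 100 s FLIPR kinetic read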
# Target sequence (P30559 whole entry, looked up): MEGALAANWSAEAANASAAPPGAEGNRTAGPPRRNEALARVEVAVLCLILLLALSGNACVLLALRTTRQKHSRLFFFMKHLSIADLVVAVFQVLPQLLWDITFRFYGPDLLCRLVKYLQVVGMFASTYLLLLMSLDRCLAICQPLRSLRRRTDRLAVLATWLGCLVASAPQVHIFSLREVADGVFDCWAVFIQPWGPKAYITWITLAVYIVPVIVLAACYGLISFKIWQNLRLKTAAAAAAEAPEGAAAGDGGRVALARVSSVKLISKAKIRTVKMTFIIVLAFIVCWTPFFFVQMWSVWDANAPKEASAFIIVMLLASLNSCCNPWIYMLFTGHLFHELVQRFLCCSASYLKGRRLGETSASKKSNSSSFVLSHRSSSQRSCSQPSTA
# MEKK3 PB1 HTS – MEKK3-MEK5 PB1 interaction, increase or decrease; bead-based flow cytometry, Alexa488-MEK5 binding to MEKK3; actives lie on both sides; 0 = blocked by unlabeled MEK5, 100 = vehicle; Q99759; 1.4% of 290,000 active; AID 1529; binding response (% of control), % at 10 µM;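 active = binding response more than 3 SD above or below the average of its plate-row segment, actives on both sides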;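 also: Alexa488 bead fluorescence after subtracting the streptavidin-only scavenger bead signal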
# MEKK2mut PB1 HTS – signal of MEK5 binding to mutant human MEKK2 PB1 domain; bead flow cytometry, Alexa488-MEK5 binding to MEKK2 mutant; percent response, % at 10 µM; 0.35% of 290,000 active; AID 1530; in the data active = percent response above about 24%, passing the limit was not always enough; also: inactives centre near 1; some results filed as inactive read as strong as hits; reference of the scale not given here
# FID counter – counter-screen for HCV NS3 helicase inhibitors: DNA intercalator displacement; AID 1845; inhibition, % at 7.9 µM; DNA fluorescent intercalator displacement, fluorescence; 0.17% of 290,000 active; in the data active = inhibition above about 37%;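 also: 0% = vehicle and 100% = reference compound; higher means more ethidium bromide displaced from hairpin DNA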
# GPR7 antag – human neuropeptides B/W receptor 1 antagonism; 1.1% of 290,000 active; GPR7-expressing cells, fluorescence antagonist assay; AID 1861; P48145; inhibition, % at 4.4 µM; in the data active = inhibition above about 16%, passing the limit was not always enough;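 also: cells stimulated with the agonist NPW; 0% = agonist with vehicle and 100% = vehicle without agonist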
# Target sequence (P48145 whole entry, looked up): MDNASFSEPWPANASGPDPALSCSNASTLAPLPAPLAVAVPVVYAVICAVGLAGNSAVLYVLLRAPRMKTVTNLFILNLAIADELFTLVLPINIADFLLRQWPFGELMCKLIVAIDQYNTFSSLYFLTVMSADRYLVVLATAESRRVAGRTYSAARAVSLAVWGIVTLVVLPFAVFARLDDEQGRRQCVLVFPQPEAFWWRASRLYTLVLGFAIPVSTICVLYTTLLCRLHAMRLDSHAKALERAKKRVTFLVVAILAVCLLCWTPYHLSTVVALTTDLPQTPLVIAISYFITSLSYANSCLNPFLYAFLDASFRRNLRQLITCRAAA
# An asterisk follows results filed as active; . = not tested or not shown.
SMILES,PHOSPHO1 inh,MEKK2wt PB1 HTS,NALP1 yeast inh,M18AAP inhibitor,OXTR ag,MEKK3 PB1 HTS,MEKK2mut PB1 HTS,FID counter,GPR7 antag
CC(c1n[nH]c(=S)n1-c1ccc(Cl)cc1)N(C)C (stereo not given),-14,104,15,26,0.9,100,0,-1,-9
CC(C)(C)c1ccc(C(=O)OCCN2CCCCC2)cc1,7,104,16,-2,3.4,95,4,1,-3
O=C(N/N=C/C=C\c1ccccc1[N+](=O)[O-])c1ccco1,-14,104,8,2,0.0,102,5,1,4
CC(C)(C)n1[nH]c2c3c(ccc2c1=O)C(=O)c1ccccc1C3=O,-6,102,1,-2,-2.8,102,-2,3,-2
Cc1ccc(OCC(=O)OCCN2C(=O)c3ccccc3C2=O)cc1C,-8,95,26,-2,-1.4,95,-2,-15,-10
CC1C/C(=C/c2cccs2)C(=O)/C(=C/c2cccs2)C1 (stereo not given),-10,95,35,2,-0.8,100,-2,-7,0
COc1ccccc1N1CCN(C(=O)c2nn(C)c3c2CS(=O)(=O)c2ccccc2-3)CC1,36,106,1,6,-1.1,101,6,-42,-2
Cc1ccc(S(=O)(=O)NNC(=O)c2cnn(-c3ccccc3)c2-n2cccc2)cc1,4,103,10,12,-1.2,102,2,-27,-9
CCn1c2ccc(Cl)cc2c2nc3ccccc3nc21,8,68,4,-2,-1.2,97,-8,-5,1
Nc1nc(SCc2cccc(Br)c2)n[nH]1,29,106,6,8,.,105,11,-2,-9
CC(=O)N(O)CCCCCNC(=O)CCC(=O)N(O)CCCCCNC(=O)CCC(=O)N(O)CCCCCN,-14,96,0,-6,1.3,92,1,-6,13
CCn1c(SCC(=O)N(C)c2c(N)n(Cc3ccccc3)c(=O)[nH]c2=O)nc2ccccc21,15,100,12,-15,-2.0,96,-4,-24,5
O=C(COC(=O)c1ccc(Cl)nc1)Nc1ccccc1OC(F)F,15,88,-4,-10,-0.5,92,-4,-4,-5
COc1ccc(-c2cc(C(=O)Nc3cnn(Cc4ccccc4C)c3)no2)cc1OC,42,100,18,1,0.5,96,6,-6,-12
O=C(NCc1ccncc1)C(=O)N/N=C/c1ccccn1,39,98,4,3,-2.3,94,-1,-2,-5
Cc1ccc(NC(=O)c2cccc(F)c2)cc1S(=O)(=O)N1CCCCCC1,-35,106,-5,6,-0.7,104,3,-12,-17
O=C(CC1C(=O)NCCN1Cc1cccc(F)c1)NCCCN1CCCC1=O (stereo not given),-19,103,10,8,0.2,102,-3,-4,0
O=C(CN(C(=O)CCC(=O)Nc1nccs1)c1cccc(F)c1)NCc1ccc(F)cc1,6,103,8,-1,0.4,105,6,-36,0
CCCNC(=O)Cn1nc(C(F)(F)F)c2c1CCCC2,0,103,-8,-3,0.1,115,8,7,-2
O=C(CCCN1C(=O)c2ccccc2C1=O)NCCN1C(=O)S/C(=C\c2cccs2)C1=O,0,100,10,0,3.9,102,0,-2,3
O=C(Nc1ccccc1Cl)c1cc(S(=O)(=O)N2CCCC(C(=O)O)C2)ccc1F (stereo not given),1,95,4,1,-1.8,95,4,-34,0
Cc1ccc(S(=O)(=O)Nc2ccccc2C(=O)N2CCCCC2)cc1,26,107,5,-3,-0.8,101,9,-24,-24
CC(=O)NC(Cc1cc(C)ccc1C)C(=O)N1CCN(C(=O)c2ccccc2Br)CC1 (stereo not given),45,89,-13,-14,-0.4,98,-6,-36,-5
CN(C)CCNC(=O)c1c(NC(=O)c2ccccc2)sc2c1CCCC2,25,148*,19,-3,4.0,109,14,17,2
CC(=O)N1N=C(c2cccc(Cl)c2)OC1c1cccc([N+](=O)[O-])c1 (stereo not given),-7,100,4,-2,-2.6,103,-1,-7,-4
C=CCn1c(SCC(=O)Nc2ccccc2OC)nnc1-c1ccco1,-7,91,17,-10,.,90,-11,-19,-18
N#CC1=C(SCC(=O)c2cc3ccccc3oc2=O)NC(=O)C(C#N)C12CCCC2 (stereo not given),-17,94,16,-2,6.1,97,-8,-12,-19
CC(=O)c1ccc(S(=O)(=O)N2CCN(C)CC2)cc1,32,92,-9,-11,-0.3,101,-8,2,6
COc1ccccc1NC(=O)Nc1ccnn1Cc1cccs1,9,96,14,8,0.2,102,-1,-3,-4
Cc1ccc(C)c(-n2nnnc2SCC(=O)Nc2c(C)n(C)n(-c3ccccc3)c2=O)c1,-6,94,1,-11,-0.2,98,0,-19,-1
CCOC(=O)c1cnn(-c2cc(C(C)(C)C)nc3c(-c4ccccc4)c(C)nn23)c1N,0,96,9,2,0.1,103,3,-8,-8
CCN(CC)c1ccc(C2C(C(C)=O)C(=O)CC(C)(O)C2C(C)=O)cc1 (stereo not given),.,104,.,26,0.4,104,2,-4,-11
COc1cc(CNCc2ccccn2)ccc1OCc1cccc(Cl)c1,-14,119,18,-6,14,102,8,13,14
CC(C)CN(c1ccccc1)S(=O)(=O)c1nnc(NC(=O)C(C)C)s1,.,103,5,1,-0.7,99,0,-4,11
O=S1(=O)[C@H]2C[C@@H]3C=C[C@]2(CN1Cc1ccc(C(F)(F)F)cc1)O3,27,103,-1,.,0.4,98,3,.,.
CCOC(=O)C(Cc1ccccc1)NC(=O)CNC(C)=O (stereo not given),1,105,25,-14,1.4,107,9,3,4
Cc1c(NC(=O)c2ccc(S(=O)(=O)N3CCOCC3)cc2)c(=O)n(-c2ccccc2)n1C,12,84,1,-2,0.6,79,-17,-6,-9
Cc1cc(C)n(CC(=O)N2c3ccccc3Sc3ccccc32)n1,-21,101,0,6,6.8,100,2,-27,12
O=S(=O)(Nc1ccccc1N1CCOCC1)c1ccc(F)c(Cl)c1,29,91,24,0,-0.4,98,-6,-33,-8
C=CCN1CC(c2nc3ccccc3n2CCOc2ccccc2)CC1=O (stereo not given),7,96,23,-13,0.9,94,-7,-27,33*
Cc1onc(-c2ccccc2Cl)c1C(=O)N1CCCCC1C(=O)O (stereo not given),4,101,-6,-1,1.5,102,0,-2,-11
CCN1/C(=C2\C(=O)N(c3ccccc3)N=C2C)C=Cc2cc(C)ccc21,-15,98,25,-4,-0.1,96,0,-8,4
CCCC(=O)N(CCN1CCOCC1)c1nc2c(F)cc(F)cc2s1,12,104,5,8,-1.1,103,2,-16,3
COC(=O)CN1C(=O)S/C(=C/c2cc(C)n(C)c2C)C1=O,-13,101,5,2,-1.5,104,0,-2,2
CN(C)S(=O)(=O)c1cccc(-c2nnc(SCc3ccc4c(c3)OCCO4)o2)c1,24,101,-1,-5,0.5,103,-1,-17,6
COc1ccc(NC(=O)c2ccc(-c3ccccc3Cl)o2)cc1,-21,94,21,3,-1.6,96,-3,-11,-12
CC(CN1CCCCC1)OC(=O)c1ccccc1F (stereo not given),29,109,13,2,0.2,97,6,1,-8
CCCCCn1c(CN2CCCCC2C)nc2c1c(=O)n(C)c(=O)n2C (stereo not given),28,94,12,-2,-1.0,96,-6,-9,-1

# A run of entries from further up, for reference:
SMILES,PHOSPHO1 inh,MEKK2wt PB1 HTS,NALP1 yeast inh,M18AAP inhibitor,OXTR ag,MEKK3 PB1 HTS,MEKK2mut PB1 HTS,FID counter,GPR7 antag
CCCC(=O)N(CCN1CCOCC1)c1nc2c(F)cc(F)cc2s1,12,104,5,8,-1.1,103,2,-16,3
COC(=O)CN1C(=O)S/C(=C/c2cc(C)n(C)c2C)C1=O,-13,101,5,2,-1.5,104,0,-2,2
CN(C)S(=O)(=O)c1cccc(-c2nnc(SCc3ccc4c(c3)OCCO4)o2)c1,24,101,-1,-5,0.5,103,-1,-17,6
COc1ccc(NC(=O)c2ccc(-c3ccccc3Cl)o2)cc1,-21,94,21,3,-1.6,96,-3,-11,-12
CC(CN1CCCCC1)OC(=O)c1ccccc1F (stereo not given),29,109,13,2,0.2,97,6,1,-8
CCCCCn1c(CN2CCCCC2C)nc2c1c(=O)n(C)c(=O)n2C (stereo not given),28,94,12,-2,-1.0,96,-6,-9,-1

# Next section:
SMILES,PHOSPHO1 inh,MEKK2wt PB1 HTS,NALP1 yeast inh,M18AAP inhibitor,OXTR ag,MEKK3 PB1 HTS,MEKK2mut PB1 HTS,FID counter,GPR7 antag
O=C(NC(=S)Nc1ccccc1Br)C1CC1,25,108,4,2,-1.6,104,9,-7,-9
Cc1cc(NC(=O)c2ccccc2)ncc1NC(=O)c1cccs1,28,99,17,-13,1.0,100,-3,-6,4
Cc1noc(C)c1S(=O)(=O)N1CCCC(C(=O)Nc2cccnc2)C1 (stereo not given),21,111,-6,-13,0.1,105,2,-1,-2
O=C(Nc1ccc(Cl)cc1)N1CCOC12CCC1(CC2)OCCO1,56,107,-20,3,-0.7,108,2,-5,5
CC(=O)Nc1ccc(N2C(=O)CSC2c2ccccc2)cc1 (stereo not given),20,101,-3,2,1.8,106,7,-11,6
COc1ccc(C2Nc3ccccc3C(=O)N2NS(=O)(=O)c2ccccc2)cc1 (stereo not given),-23,100,5,10,-0.3,100,4,-8,-7
COCCN(C(=O)CSc1nc2ccccc2c(=O)n1CCOC)c1c(N)n(Cc2ccccc2)c(=O)[nH]c1=O,-4,98,-12,-7,0.1,97,-4,-30,-5
Cc1c(C(=O)Nc2ccccc2)sc2nc3n(c(=O)c12)CCCCC3,6,103,27,-6,3.1,110,-4,-6,9
CCCOc1nc2c(c(=O)n(C)c(=O)n2C)n1CCC,7,96,5,-7,-0.4,95,2,-12,-1
CC(C)CC1NC(=O)N(CC(=O)Nc2ccccc2-c2ccccc2)C1=O (stereo not given),-22,88,0,7,-0.1,98,-15,-19,-2
O=C(CC1NC(=O)NC1=O)Nc1ccccc1 (stereo not given),21,100,-9,-2,12,99,2,-2,-10
Cc1ccc(C2(O)CN(c3ccccc3C)C3=[N+]2CCS3)cc1 (stereo not given),9,125,25,0,0.7,106,20,6,7
COc1ccc(CN2CCn3ncc(C(=O)Nc4cccc(C)c4)c3C2=O)cc1,-4,106,3,-2,0.9,106,5,-11,-4
CC(C)(C)c1ccc(-c2cc(-c3ccccc3O)[nH]n2)cc1,40,106,13,-1,0.0,101,4,-8,-4
COc1cc2ccccc2cc1C(=O)NNC(=O)c1ccccc1O,43,101,6,5,1.5,99,2,-10,-4
O=c1[nH]cnc2nn(-c3ccccc3)nc12,-28,112,-2,8,0.3,114,8,3,1
Clc1ccc(Cc2noc(-c3cccs3)n2)cc1,-6,104,12,2,-1.5,105,5,-1,-11
COC(=O)CN1C(=O)C(O)(CC(=O)c2ccc(C)cc2)c2ccccc21 (stereo not given),-7,95,4,-6,1.6,93,18,-32,-13
NC(=O)Cn1nc(C(F)(F)F)c2c1CCCC2,41,98,4,-3,0.8,103,0,0,-6
Cc1cccc(Cn2nnc3c2C(=O)c2ccccc2C3=O)c1,-23,100,-2,6,0.7,98,1,1,-1
CCOC(=O)C1(Cc2cccc(OC)c2)CCN(Cc2ccon2)CC1,-3,98,8,-11,1.0,105,-3,-10,8
CC(C)Cn1c(-c2ccc(F)cc2)n[nH]c1=S,45,101,-15,12,-1.3,99,5,-7,-4
Cc1cccc2cc(CN(CCCN3CCOCC3)Cc3nnnn3C(C)(C)C)c(=O)[nH]c12,-69,111,13,3,1.3,111,4,5,7
CC(=O)/C=C/c1ccc(C)o1,30,87,2,3,0.6,91,-10,-7,-13
O=c1c2ccccc2nc(/C=C/c2ccc(O)cc2)n1CCc1ccccc1,-9,106,19,-5,-0.7,126,1,-5,-1
O=C(NCc1ccc(F)cc1)C(c1ccccc1)N(CC1CCCO1)C(=O)Cn1nnc2ccccc21 (stereo not given),-16,101,9,-1,-2.1,90,1,-32,8
CSc1ccccc1OCc1cc(C(=O)NCCc2nc(C)cc(C)n2)no1,26,97,4,-2,.,99,-6,-39,15
O=C1CCC(C(=O)N2CCSCC2)CN1Cc1cccc(C(F)(F)F)c1 (stereo not given),-7,107,8,-3,0.8,98,2,-21,-10

# Random draw from the library; 6.2% or so of the library scored in one or more.
